Compound activity: PubChem BioAssay, several laboratories
GPR35 arrestin U2OS: GPR35 antagonists blocking zaprinast-driven arrestin recruitment, primary screen, imaging, U2OS, beta-arrestin-GFP, zaprinast agonist (AID 2058). U2OS GPR35 beta-arrestin-GFP translocation imaging, zaprinast antagonism; higher % means a stronger effect. 0.052% of 290,000 active. inhibition, % at 10 µM; hits with a dose series show IC50 in µM;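 active = inhibition of at least 50% with at least 30 cells and total cytoplasm GFP at most 10,000,000; inconclusive = under 30 cells or total GFP of 10,000,000 plus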
Siah-1 displacement: blockers of Siah-1 interaction with plectin peptide – biochemical, fluorescence polarization, rhodamine-plectin, uHTS, primary screen (AID 1817). Siah-1 / rhodamine-plectin peptide fluorescence polarization; higher % means a stronger effect. displacement, % at 20 µM; hits with a dose series show IC50 in µM. 0.02% of 290,000 active;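 active = displacement of at least 50% at 20 µM, with a fluorescence ratio check between 0.3 and a set limit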;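 note: plate controls were Siah plus tracer with DMSO for no effect and tracer alone without Siah for full effect; strong numbers were not always called active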
Rac1 GTP hydrolysis: MgcRacGAP GTPase-activating activity inhibitors, confirmation, biochemical, ADP Hunter fluorescence; MgcRacGAP-stimulated Rac1 GTP hydrolysis, ADP Hunter fluorescence; higher % means a stronger effect; GST-tagged Rac1 F28L mutant substrate; 0.6% of 340,000 active; one-dose inhibition, % at 30 µM; IC50 in µM for titrated hits; AID 624330;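 active = first-screen hits whose inhibition reached a set limit at any dose in the follow-up dose series; inconclusive = inhibition above the set first-screen limit but never retested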;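 note: fluorescence reports GDP produced by GAP-driven GTP hydrolysis; strong numbers were not always called active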
LYP inhibition: inhibitors of LYP phosphatase, biochemical, fluorescence intensity, uHTS (AID 1779); recombinant LYP phosphatase, fluorescence intensity; higher % means a stronger effect; one-dose inhibition, % at 11.5 µM; IC50 in µM for titrated hits; 0.054% of 290,000 active; in the data active = inhibition above about 50%;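 note: plate controls were vehicle with enzyme for no effect and no enzyme for full effect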
Myeloid diff 2: promotes myeloid progenitor differentiation. ER-HoxA9 myeloid progenitors, lysozyme-GFP differentiation, flow cytometry. calls only at 10 µM. 1% of 360,000 active. AID 624256;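 active = normalized GFP-positive differentiation at or above the plate's own cutoff, the solvent-only control mean plus 3 SD; inconclusive = no clear call, values can overlap the other calls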;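 note: cells exposed to compound for four days before flow analysis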
HIV peptide binding: cell-free HIV fusion peptide-binding blockers – biochemical, uHTS, fluorescence dequenching, primary screen (AID 1986). cell-free peptide binding, fluorescence dequenching, 30 min; higher % means a stronger effect. inhibition, % at 20 µM, or IC50 in µM where a hit was titrated. 0.3% of 290,000 active; in the data active = inhibition mostly above about 52%, no sharp cut-off; inactive = mostly below about 76%; note: some results filed as inactive read as strong as hits
GPR55 LPI antagonism: GPR55 antagonists blocking LPI-driven arrestin recruitment, primary screen, imaging, U2OS, beta-arrestin-GFP, LPI agonist (AID 2013). inhibition, % at 10 µM, or IC50 in µM where a hit was titrated. 0.13% of 290,000 active. U2OS GPR55 beta-arrestin-GFP translocation imaging, LPI antagonism; higher % means a stronger effect;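 active = spots per cell inhibited over 60%, with over 100 cells counted and total cytoplasm intensity under 500,000; inconclusive = wells with under 100 cells, flagged as likely toxic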;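 note: U2OS cells stably carrying GPR55 and arrestin-GFP stimulated by 5 µM LPI near EC80; imaged beta-arrestin-GFP aggregate spots per cell after agonist stimulation; plate controls were LPI-stimulated DMSO wells for no effect and DMSO wells without LPI for full effect; some results filed as inactive read as strong as hits; confirmed hits need IC50 under 10 µM and bright autofluorescent wells are also inconclusive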
Salmonella PhoP GFP: PhoP-dependent GFP reporter repression – Salmonella Typhimurium, primary screen (AID 1863) | S. Typhimurium PhoP-regulated promoter GFP reporter, 4 h; higher % means a stronger effect | inhibition, % at 50 µM; hits with a dose series show IC50 in µM | 0.16% of 300,000 active;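 active = inhibition over 29.93%, a cutoff 3 SD above the screen mean, later confirmed by dose response; inconclusive = inhibition over 29.93% but no dose response follow-up; inactive = inhibition at most 29.93% or unconfirmed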;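 note: 0% = low Mg2+ inducing control and 100% = high Mg2+ repressing control; strong numbers were not always called active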
NTR1 ag: agonists of NTR1, primary screen, imaging, U2OS cells, beta-arrestin-GFP, high content (AID 493036). P30989. NTR1-U2OS beta-arrestin-GFP spot imaging, agonist mode. activation, % at 20 µM. 0.17% of 330,000 active;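 active = activation at or above 40% of the spot to cytoplasm intensity ratio, with at least 20 cells analyzed; inconclusive = wells under 20 cells, flagged as cytotoxic or low count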;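 note: 0% = DMSO without peptide and 100% = 100 nM NTR1 peptide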
Target sequence (P30989 whole entry, looked up): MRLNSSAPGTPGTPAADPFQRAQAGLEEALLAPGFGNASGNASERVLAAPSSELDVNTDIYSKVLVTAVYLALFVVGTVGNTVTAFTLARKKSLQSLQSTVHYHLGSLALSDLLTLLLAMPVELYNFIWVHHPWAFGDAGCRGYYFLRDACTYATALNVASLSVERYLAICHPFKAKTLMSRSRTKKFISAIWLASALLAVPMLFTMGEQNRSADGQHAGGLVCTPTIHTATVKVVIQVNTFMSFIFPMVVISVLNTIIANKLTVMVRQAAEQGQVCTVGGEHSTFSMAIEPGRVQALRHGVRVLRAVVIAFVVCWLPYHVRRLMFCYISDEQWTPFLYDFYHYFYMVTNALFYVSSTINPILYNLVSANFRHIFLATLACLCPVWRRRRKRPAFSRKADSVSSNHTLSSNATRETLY
NTR1 ag cell count 20 µM: recorded beside NTR1 ag, whose call it bears; cell count; measured here: cell count, cytotoxicity flag
Myeloid diff 2 GFP+ MAC1+ %: further read-out of Myeloid diff 2, marked with its call; GFP+ MAC1+ double positive, %; measured here: differentiation confirmed by MAC1 staining
Starred values were filed as active, the others as inactive; i = inactive; u = inconclusive; x = not tested or not shown; + = active, no number; & = joins results of further samples.

SMILES	Rac1 GTP hydrolysis	GPR55 LPI antagonism	Salmonella PhoP GFP	Siah-1 displacement	GPR35 arrestin U2OS	Myeloid diff 2	LYP inhibition	Myeloid diff 2 GFP+ MAC1+ %	NTR1 ag cell count 20 µM	HIV peptide binding	NTR1 ag
CSc1nc2c(c(=O)[nH]1)C(c1cccs1)C1=C(CCCC1=O)N2 (centres undefined)	9%	-7%	-11%	3%	-2%	i	-4%	0.7	81	7.0%	-0.3
CCN(CCNC(=O)C1CCN(S(=O)(=O)c2cccc3cccnc23)CC1)c1ccccc1	2%	-8%	3%	-4%	8%	i	2%	5.0	65	-3.9%	-1.5
CC1CCN(C(=O)CN(Cc2ccc(F)cc2)S(C)(=O)=O)CC1	15%	-8%	0%	10%	4%	i	-7%	0.9	61	0.6%	1.6
Cc1ccc(C(=O)OCC(=O)NNC(=O)c2ccccc2)c(O)c1	5%	10%	1%	0%	12%	i	-9%	1.1	55	0.5%	0.3
Cc1cc(C)c2nc(NC(=O)CN3C(=O)NC4(CCCC4)C3=O)sc2c1	1%	x	4%	x	x	i	x	0.4	68	x	0.7
COc1cccc(C(=O)Cn2c(NCCCO)nc3ccccc32)c1	13%	0%	-1%	-5%	8%	i	-10%	0.4	67	-0.3%	-0.3
CCCCCOc1ccc(N2C(=O)C(C)CNC2=S)cc1 (centres undefined)	x	8%	-1%	2%	-4%	x	-3%	x	76	1.8%	1.1
CCn1c(SCC(=O)Nc2nc(C)c(C(=O)OC)s2)nnc1C(C)C	2%	-6%	-3%	2%	11%	i	-9%	0.4	54	-0.9%	0.9
COc1cc(CCC(C)NCc2ccccc2)ccc1O (centres undefined)	12%	7%	5%	-2%	28%	i	-9%	0.8	81	-1.8%	0.3
N#CC1=C(N)NC(SCC(=O)Nc2ccccc2)=C(C#N)C12CCCC2	11%	14%	-5%	2%	2%	i	-4%	0.6	45	4.3%	0.9
Cc1ccc(C)c(N2CCN(c3ccc4cc(S(=O)(=O)N5CCCCC5)ccc4n3)CC2)c1	7%	0%	1%	7%	-29%	i	-5%	0.7	68	0.0%	4.1
CCS(=O)(=O)N1CCC(C(=O)NCCCN2CCCC2)CC1	-7%	2%	-8%	-1%	12%	i	-5%	7.3	52	0.3%	0.1
CCOc1ccc(NC(=O)CCN2CCCCC2)cc1	1%	0%	-2%	-2%	-1%	i	-2%	1.7	106	-1.8%	2.8
Cc1ccc(C)c(C(=O)COC(=O)c2ccc(Br)o2)c1	-3%	2%	12%	0%	7%	i	-6%	2.0	68	0.0%	-1.4
CS(=O)(=O)NN1C(=O)c2ccccc2NC1c1cccc(O)c1 (centres undefined)	-8%	16%	-1%	4%	-8%	i	-11%	0.4	47	-0.3%	3.7
COc1ccc(NC(=O)Cn2c(=O)cnc3ccccc32)cc1S(=O)(=O)N1CCCCC1	5%	x	-7%	x	x	i	x	0.0	61	x	-0.2
O=C(CN1CCN(c2ccccn2)CC1)Nc1ccc(OCc2ccccc2)cc1	-1%	18%	-4%	0%	-3%	i	-5%	0.6	61	-0.2%	1.0
O=C(O)c1ccc(S(=O)(=O)N2CCCCCC2)cc1	5%	-2%	-7%	-7%	30%	i	-1%	1.2	76	0.3%	2.1
O=C(Nc1ccccc1)c1cccc(=O)o1	-6%	0%	-2%	6%	6%	i	-8%	0.7	41	0.2%	-0.7
CCc1nonc1NC(=O)COc1ccc(Cl)c(C)c1	-14%	-12%	-4%	-3%	-3%	i	3%	14	53	0.3%	0.8
Cn1c(=O)[nH]c(=O)c2c1nc(SCCCO)n2CCCc1ccccc1	12%	-8%	-2%	2%	-6%	i	-6%	0.3	54	0.6%	4.7
CCOC(=O)c1nnn(-c2nonc2N)c1CNC(C)C	-3%	-5%	-9%	0%	-6%	i	-7%	2.0	72	-1.2%	-0.8
Cc1ccc(C(=O)Nc2cccc(NC(=O)c3ccc(C)c([N+](=O)[O-])c3)n2)cc1[N+](=O)[O-]	8%	-11%	-7%	8%	8%	i	-5%	0.3	83	-1.0%	9.6
Cc1ccc(-n2ncc3c(NNC(=O)c4ccco4)ncnc32)c(C)c1	8%	10%	10%	2%	-10%	i	-8%	0.8	55	-1.3%	0.6
O=C(O)c1cc2n(n1)C(C(F)(F)F)CC(c1ccco1)N2 (centres undefined)	2%	13%	0%	3%	11%	i	-1%	1.2	71	3.3%	1.9
CCN(CC)S(=O)(=O)c1ccc2c(c1)c(=O)c(C(=O)NCc1ccco1)cn2C	5%	13%	0%	13%	-2%	i	0%	0.4	43	0.3%	-0.9
COc1cc(S(=O)(=O)NCc2ccccc2)ccc1F	3%	22%	-2%	0%	4%	i	-7%	1.0	70	-0.9%	0.2
Oc1ccc(/C=N/N(c2ccccc2)c2ccccc2)cc1O	u	1%	2%	4%	-3%	i	-1%	2.4	81	16%	3.3
CCOC(=O)C1CCCN(c2c(Nc3ccc(OCC)cc3)c(=O)c2=O)C1 (centres undefined)	12%	20%	11%	2%	11%	i	2%	1.1	94	-0.2%	-1.1
Fc1ccc2nc(N3CCOCC3)sc2c1	-3%	0%	-2%	10%	19%	i	-4%	0.5	53	3.5%	-0.3
Cc1cc(C)nc(NS(=O)(=O)c2ccc(NC(=O)c3ccc(S(=O)(=O)N4CCOCC4)cc3)cc2)n1	11%	-13%	-2%	3%	0%	i	-6%	6.5	82	2.7%	0.5
Cc1ncc(CN2CCN(CCC(C)C)C(CCO)C2)s1 (centres undefined)	-1%	11%	-11%	11%	19%	i	-2%	0.0	78	-0.2%	-1.5
COc1ccc(-c2cc(CCCC(=O)NCCc3cc(OC)ccc3OC)no2)cc1	5%	-2%	-5%	-3%	24%	i	-3%	1.0	55	-2.1%	0.0
O=C(N/N=C/c1cc([N+](=O)[O-])ccc1O)C1CC1	7%	12%	66µM*	13%	-6%	i	-5%	0.3	66	1.8%	0.3
COc1ccc(/C(=N\O)c2ncc(C(F)(F)F)cc2Cl)cc1	5%	7%	29%	2%	-4%	i	-10%	1.1	33	1.2%	1.2
Cc1ccc(Cn2c(C(=O)O)cc3sccc32)cc1	6%	0%	-2%	6%	8%	i	0%	0.7	77	6.1%	3.9
Cc1ccc(NC(=O)Cn2nnc(C(=O)NCc3cccs3)c2N)cc1	2%	4%	1%	29%	-4%	i	-2%	1.8	50	-2.7%	-2.0
Cc1cccc(C)c1NC(=O)C1C2C=CC(C2)C1C(=O)O (centres undefined)	1%	-1%	-6%	2%	-2%	i	-3%	0.4	57	0.3%	-1.3
CC(C)(C)NC(=O)C(Cc1ccccc1)N1C(=O)c2ccccc2C1=O (centres undefined)	5%	8%	0%	3%	12%	i	-2%	0.4	43	4.1%	1.2
O=C(OC1CCCCC1)c1ccc(NC(=O)C2CCCCC2)cc1	5%	0%	6%	5%	35%	u	-4%	x	62	0.7%	1.3
COc1ccccc1-c1nnc(C2CCN(S(=O)(=O)c3cccc([N+](=O)[O-])c3)CC2)o1	4%	-8%	-6%	0%	32%	u	-8%	x	41	-2.8%	2.7
COc1ccc(-c2nn(CCC#N)cc2/C=N/O)cc1	9%	2%	-3%	-2%	4%	i	-3%	0.3	56	-0.8%	-0.6
O=C(Nc1ccc(SC(F)F)cc1)c1ccc(F)cc1	11%	10%	1%	12%	-16%	i	2%	0.5	53	-0.8%	1.2
Cc1cc(C)c(N(C(=O)c2csnn2)C(C(=O)NC2CCCC2)c2ccncc2)c(C)c1 (centres undefined)	3%	-4%	-5%	-2%	12%	i	-6%	0.6	52	1.6%	-0.7
Cc1cc(C(=O)N[C@H](c2ccccc2)[C@@]2(C)C[C@@H]2[C@@H](C)C(=O)Nc2ccc3ccccc3c2)no1	8%	-2%	-5%	-3%	-5%	i	-2%	0.0	87	2.6%	18
CCCCNC(=S)N1CCN(c2ccc(C(C)=O)cc2)CC1	13%	-6%	1%	-2%	-2%	i	-3%	0.7	59	-0.4%	1.5
COc1ccc(S(=O)(=O)N2CCOCC2)cc1NC(=O)COC(=O)CCOc1ccc(C)cc1	6%	x	-10%	x	x	i	x	0.5	56	x	1.2
CN(Cc1ccco1)C(=O)Cn1c(=O)oc2cc(S(=O)(=O)NCc3ccccc3)ccc21	2%	14%	4%	4%	0%	i	1%	2.2	69	1.3%	-0.5
CO/N=C(\C(=O)N[C@@H]1C(=O)N2C(C(=O)O)=C(COC(C)=O)CS[C@H]12)c1csc(N)n1 (stereo in doubt)	20%&17%&15%	9%	2%	1%	1%	i	-5%	1.5&4.7&2.3	60&61&57	2.0%	3.1&-0.3&-2.2
O=C(Nc1cccc2ncccc12)c1ccc([N+](=O)[O-])o1	7%	-5%	4%	1%	-5%	+	-8%	3.0*	53	-1.4%	-1.8
Cn1nc(CC(=O)NCc2cccc3ccccc23)c2ccccc2c1=O	0%	12%	-7%	-1%	-5%	i	-8%	0.9	44	6.3%	0.3
C=CCNC(=O)c1onc(CSc2ccc(Cl)cc2)c1C(=O)O	0%	2%	-19%	3%	8%	i	3%	1.6	95	7.3%	-5.2
